# Source: PubChem
# PMK inhibit = inhibitors of Streptococcus pneumoniae phosphomevalonate kinase | 65,000 compounds, 0.49% hits | inhibition, % at 10 µM | AID 539 | purified PMK, PK/LDH-coupled NADH absorbance 340 nm;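 active means top-ranked compounds by inhibition in the single 10 µM screen, taking a fixed number of the strongest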;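 further: 0% = full reaction with DMSO carrier and 100% = background rate without enzyme reaction; no value below 0 was filed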
# Alkaline phosphatase = human TNAP enzyme inhibitors, biochemical, luminescent (AID 518). purified TNAP enzyme, luminescent substrate readout; higher % means a stronger effect. inhibition, % at 20 µM; hits with a dose series show IC50 in µM. 64,000 compounds, 0.09% hits; in the data active means a potency from the dose series; inactive means the rest, 99 in 100 with inhibition below about 22%;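 further: plate controls were vehicle for no effect and reference inhibitor for full effect; many of its hits are not listed in these tables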
# KRASV12 cytotoxicity = viability loss of HPDE-C7K cells – cell-based, fluorescence, HTS, primary screen (AID 431); HPDE-C7K KRASV12 cells, Alamar Blue viability, 48 h; higher % means a stronger effect; cytotoxicity, % at 10 µM; hits with a dose series show EC50 in µM; 63,000 compounds, 1.7% hits;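 active means compounds whose percent cytotoxicity in the single-dose primary screen, scaled between solvent and toxic-drug controls, exceeds 50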;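 further: 0% = DMSO solvent wells and 100% = doxorubicin-treated wells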
# HPDE-C7 cytotoxicity = HPDE-C7 pancreatic duct cell viability loss – fluorescence, HTS (AID 430); HPDE-C7 pancreatic duct cells viability, fluorescence; higher % means a stronger effect; cytotoxicity, % at 10 µM; hits with a dose series show EC50 in µM; 63,000 compounds, 1.8% hits;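 further: cells exposed to compound for 48 hours before viability readout; 0% = vehicle and 100% = reference cytotoxic drug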
# Bfl-1 displacement = displacement of Bid BH3 peptide from Bfl-1 – biochemical, fluorescence polarization, FITC-Bid, mouse, primary screen (AID 432) | FITC-Bid BH3 peptide fluorescence polarization displacement; higher % means a stronger effect | displacement, % at 20 µM; hits with a dose series show IC50 in µM | 64,000 compounds, 0.02% hits; in the data active means a potency from the dose series; inactive means the rest, 99 in 100 with displacement below about 15%; further: strong numbers were not always called active
# LYP phosphatase = LYP phosphatase inhibitors, primary screen, biochemical, DiFMUP fluorescence, recombinant catalytic domain, 10 µM (AID 606) | recombinant LYP catalytic domain, DiFMUP fluorescence; higher % means a stronger effect | inhibition, % at 10 µM, or IC50 in µM where a hit was titrated | 52,000 tested, under 10 active;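 active means IC50 under 40 µM in the dose-response test; inactive means IC50 of 40 µM or more, or never dose-tested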
# HT1080 cytotoxicity = cytotoxicity in HT1080 fibrosarcoma cells, cell-based, fluorescence readout (AID 620); HT1080 viability, fluorescence; higher % means a stronger effect; one-dose cytotoxicity, % at 10 µM; EC50 in µM for titrated hits; 87,000 compounds, 0.42% hits;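 further: cells exposed to compound overnight then 4 h with Alamar Blue; 0% = vehicle DMSO and 100% = killing control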
# DPM-DC inhibit = blocks S. pneumoniae diphosphomevalonate decarboxylase; purified DPM-DC, PK/LDH coupled NADH fluorescence; calls only at 10 µM; 65,000 compounds, 0.49% hits;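 active means the 320 compounds with the highest percent inhibition in the single-dose primary screen, excluding strongly autofluorescent ones, cut at about 32% in these data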;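 further: kinetic rate of NADH fluorescence loss reporting ADP formed by the decarboxylase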
# Spn MK inh = blocks S. pneumoniae mevalonate kinase. purified MK, PK/LDH-coupled NADH absorbance 340 nm. inhibition, % at 10 µM. AID 555. 65,000 compounds, 0.48% hits;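 active means ranked among the strongest by inhibition in the single 10 µM screen, a fixed top-ranked set picked for dose follow-up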; further: no value below 0 was filed
# PMK inhibit pilot replicates = recorded beside PMK inhibit, whose call it bears; inhibition, %; measured here: pilot screen replicates
# Spn MK inh pilot replicates = further read-out of Spn MK inh, marked with its call; inhibition, %; measured here: pilot screen replicates
# DPM-DC inhibit pilot screen % = second read-out of DPM-DC inhibit, no call of its own (marks repeat the call); inhibition, %; measured here: pilot screen trials
# Numbers without * were called inactive; i = inactive; · = no result given; + = active, no number. Unless noted, no stated cut-off is given here; in the data, active means cytotoxicity above about 50%; inactive means the rest.
SMILES,PMK inhibit,Alkaline phosphatase,KRASV12 cytotoxicity,HPDE-C7 cytotoxicity,Bfl-1 displacement,LYP phosphatase,HT1080 cytotoxicity,DPM-DC inhibit,Spn MK inh,others
Nn1c(COc2ccccc2)nnc1SC(F)F,6,4%,-4%,-8%,1%,10%,0%,i,6,
Cc1ccc2nc(NC3=NCN(Cc4ccc5c(c4)OCO5)CN3)nc(C)c2c1,6,5%,13%,8%,-4%,-9%,24%,i,8,
CCC(C)Sc1nc(C)nc2c1c(=O)n(C)c(=O)n2C (stereo not given),4,6%,-10%,-5%,-1%,12%,5%,i,7,
O=C(C1CCCN(S(=O)(=O)c2cccnc2)C1)N1CCn2c1nc1ccccc12 (stereo not given),4,11%,6%,4%,1%,10%,1%,i,9,PMK inhibit pilot replicates=0.0;Spn MK inh pilot replicates=5.5;DPM-DC inhibit pilot screen %=0.5
Cc1ccc(NC(=O)c2cccc(Cl)c2)nc1,3,8%,-14%,-12%,6%,8%,23%,i,12,
CC(=O)CCC(=O)NCCc1ccccc1F,5,4%,-21%,-16%,5%,8%,2%,i,8,
O=C(NCC(O)c1ccccc1)c1cccc(S(=O)(=O)N2CCOCC2)c1 (stereo not given),0,9%,-8%,-2%,0%,-7%,1%,i,17,
CC(=O)Nc1ccc(N2CCN(C(=O)c3cccs3)CC2)cc1,15,11%,-6%,-7%,-7%,1%,3%,i,21,
CN(C)c1ccc(NC(=O)CCCc2ccccc2)cc1,9,13%,1%,6%,0%,·,1%,i,12,
Cc1cc(=O)cc(C)[nH]1,1,4%,10%,4%,-3%,11%,6%,+,5,
O=C(Nc1ccc2c(c1)OCCO2)c1cnc2n(c1=O)CCS2,0,18%,8%,4%,-3%,1%,-1%,i,1,PMK inhibit pilot replicates=2.0;Spn MK inh pilot replicates=2.5;DPM-DC inhibit pilot screen %=0.0
COc1ccc(C2NC(=O)c3n[nH]c(C)c32)c(OC)c1 (stereo not given),11,13%,3%,4%,5%,-3%,-1%,i,5,
O=C(CN(C(=O)CCC(=O)Nc1ccccn1)c1ccc2c(c1)OCO2)NCc1ccco1,9,-6%,-14%,-18%,-5%,-7%,-14%,i,0,
CCn1c(SCC(=O)Nc2cc(C)on2)nnc1-c1ccncc1,0,4%,-2%,-9%,-4%,·,-5%,i,0,
COc1ccc(C)cc1NC(=O)C1CCCCC1C(=O)O (stereo not given),0,6%,-9%,0%,-10%,-2%,4%,i,8,
Cn1cc(C(=O)N2CCN(C(=O)c3ccco3)CC2)c2c3ccccc3n(C)c2c1=O,16,3%,-1%,-1%,0%,-7%,-3%,i,0,
CCOC(=O)c1c(C2CCN(C(=O)OCC)CC2)nc2ccccn12,5,10%,-4%,0%,-6%,1%,3%,i,5,
CC(C)n1c(SC2CCOC2=O)nc2ccccc21 (stereo not given),18,-1%,-33%,-20%,-11%,-4%,-5%,i,0,
Cc1cc(C)n(C(=O)c2ccc(C)c(S(=O)(=O)N3CCCC3)c2)n1,4,4%,4%,-5%,-4%,·,2%,i,10,
COc1ccccc1CNc1ncnc2c1nnn2Cc1ccccc1,3,10%,-2%,-7%,-3%,·,-1%,i,0,
COc1ccc(C(=O)NCCc2ccc(S(N)(=O)=O)cc2)cc1OC,0,10%,4%,-9%,-9%,-4%,6%,i,0,
Cc1sc2nc(CSc3nnc(Cc4cccs4)n3C3CCCCC3)[nH]c(=O)c2c1C,12,8%,4%,0%,-15%,·,0%,i,0,
CCOCCCNc1ncc2c(n1)CC(c1ccc(C)cc1)CC2=O (stereo not given),13,6%,-18%,-18%,-13%,-5%,0%,i,9,
CCOc1ccc2[nH]c(C)c(CN3CCN(CC)CC3)c(=O)c2c1,8,5%,-12%,0%,0%,2%,6%,i,4,
Nc1nc2n(n1)C(c1ccco1)CC(c1ccccc1)N2 (stereo not given),8,·,·,·,·,12%,7%,i,7,
COC(=O)c1ccc(C(=O)OC)c(NC(=O)c2cnc3n(c2=O)CCS3)c1,10,3%,7%,-7%,-1%,·,-2%,i,1,
CCOC(=O)c1c(NC(=O)CSc2nnnn2CC)sc(C)c1C,1,1%,-7%,-16%,-4%,8%,14%,i,1,
Cc1ccc2c(c1)N(CCC(=O)NCc1ccc3c(c1)OCO3)C(=O)CO2,11,4%,-4%,-3%,-6%,8%,39%,i,13,
COc1ccc2[nH]c(=O)c(CN(C)C(=O)COc3ccccc3)cc2c1,18,14%,-17%,-1%,-4%,3%,-2%,·,11,
C[C@@H](Nc1nc(-c2ccccc2)nc2c1oc1ccccc12)C(=O)O,3,15%,18%,13%,3%,-1%,-6%,i,7,

# The list goes on; the last 2 above are carried over.
SMILES,PMK inhibit,Alkaline phosphatase,KRASV12 cytotoxicity,HPDE-C7 cytotoxicity,Bfl-1 displacement,LYP phosphatase,HT1080 cytotoxicity,DPM-DC inhibit,Spn MK inh,others
COc1ccc2[nH]c(=O)c(CN(C)C(=O)COc3ccccc3)cc2c1,18,14%,-17%,-1%,-4%,3%,-2%,·,11,
C[C@@H](Nc1nc(-c2ccccc2)nc2c1oc1ccccc12)C(=O)O,3,15%,18%,13%,3%,-1%,-6%,i,7,
O=C(Nc1cccc(Cl)c1N1CCCC1)c1cc2ccccc2o1,0,14%,-2%,5%,2%,-5%,-18%,i,0,
CCOC(=O)/C(C#N)=C1/C=CN(Cc2ccccc2)C=N1,0,11%,18%,10%,1%,5%,4%,i,7,
Cc1cc(=O)[nH]c(SCC(=O)Nc2nc3c(s2)CCCC3)n1,14,-8%,12%,7%,0%,6%,-2%,i,3,
COC(=O)c1ccccc1NC=C1C(=O)OC2(CCCCC2)OC1=O,0,-1%,-13%,-15%,-4%,-15%,-2%,i,8,
O=S(=O)(Nc1ccc2nc(C(F)(F)F)[nH]c2c1)c1ccccc1,11,4%,4%,6%,-2%,8%,6%,i,13,
O=c1ccc2cc(S(=O)(=O)N3CCN(c4ccccc4)CC3)ccc2o1,5,6%,9%,6%,-6%,20%,-9%,i,8,
Cc1cccc(-c2nnc3sc(-c4ccccc4C)nn23)c1,19,13%,0%,1%,-4%,6%,-18%,i,17,
COc1ccc(-c2nc(C#N)c(NCc3ccc(C)cc3)o2)cc1OC,0,2%,-6%,-1%,-4%,6%,-7%,·,1,
Cn1cccc1Cc1nnc(SCC(=O)Nc2cccc(F)c2)n1-c1ccc(F)cc1,5,-4%,-17%,-24%,-5%,-2%,-5%,i,6,
CCCC1CC(=O)OC1(C)C(=O)CSc1n[nH]c(-c2ccccc2)n1 (stereo not given),0,20%,-17%,-4%,2%,·,·,i,7,

# Three compounds drawn at random from the list so far:
SMILES,PMK inhibit,Alkaline phosphatase,KRASV12 cytotoxicity,HPDE-C7 cytotoxicity,Bfl-1 displacement,LYP phosphatase,HT1080 cytotoxicity,DPM-DC inhibit,Spn MK inh,others
O=S(=O)(Nc1ccc2nc(C(F)(F)F)[nH]c2c1)c1ccccc1,11,4%,4%,6%,-2%,8%,6%,i,13,
COC(=O)c1ccccc1NC=C1C(=O)OC2(CCCCC2)OC1=O,0,-1%,-13%,-15%,-4%,-15%,-2%,i,8,
CCOC(=O)/C(C#N)=C1/C=CN(Cc2ccccc2)C=N1,0,11%,18%,10%,1%,5%,4%,i,7,

# More compounds
SMILES,PMK inhibit,Alkaline phosphatase,KRASV12 cytotoxicity,HPDE-C7 cytotoxicity,Bfl-1 displacement,LYP phosphatase,HT1080 cytotoxicity,DPM-DC inhibit,Spn MK inh,others
COc1cc(-c2noc(C3CCCN(S(=O)(=O)c4cccc(Cl)c4)C3)n2)cc(OC)c1OC (stereo not given),9,4%,-19%,-9%,5%,·,-6%,i,2,
Cc1cc(Nc2ccccc2Br)n2nc(C)nc2n1,8,-2%,6%,18%,-2%,0%,-6%,i,0,
Nn1c(SCC(=O)Nc2ccc(S(=O)(=O)N3CCCC3)cc2)nnc1C(F)(F)F,10,28%,9%,14%,1%,4%,3%,i,10,PMK inhibit pilot replicates=2.0;Spn MK inh pilot replicates=1.0;DPM-DC inhibit pilot screen %=0.0
COc1ccccc1NC(=O)c1ccc(-c2ccccc2F)o1,9,6%,-9%,0%,-6%,0%,·,i,0,
COc1ccc(CNC(=O)COC(=O)c2n[nH]c3ccccc23)cc1OC,14,20%,3%,4%,1%,7%,-7%,i,10,PMK inhibit pilot replicates=1.0;Spn MK inh pilot replicates=0.0;DPM-DC inhibit pilot screen %=0.0
CCn1c(=O)cc(OCC(=O)Nc2nc(C)cs2)c2ccccc21,2,14%,13%,3%,2%,24%,-1%,i,3,PMK inhibit pilot replicates=0.0;Spn MK inh pilot replicates=1.0;DPM-DC inhibit pilot screen %=3.0
Cn1c(=O)[nH]c2cc3ccccc3cc21,10,12%,-1%,-2%,-2%,5%,-1%,i,0,PMK inhibit pilot replicates=4.5;Spn MK inh pilot replicates=0.0;DPM-DC inhibit pilot screen %=2.5
Cc1ccccc1-c1nc(CN2CCC(C(=O)NCCCN3CC(C)CC(C)C3)CC2)c(C)o1 (stereo not given),12,-8%,14%,14%,4%,-5%,10%,i,9,
COC(=O)c1ccc2ccn(CC(=O)NC(C)C)c2c1,0,9%,8%,8%,-7%,-10%,6%,·,8,
CN(C)c1nc(N(C)C)nc(N(C)C)n1,20,2%,-8%,-16%,4%,·,5%,i,8,PMK inhibit pilot replicates=0.0;Spn MK inh pilot replicates=0.0;DPM-DC inhibit pilot screen %=0.0
COc1ccc(N(CC(=O)NCc2cccs2)S(=O)(=O)c2c(C)nn(C)c2C)cc1,16,10%,-2%,-2%,-4%,12%,-7%,i,5,
O=C(O)CCC(=O)N1CCc2cc(S(=O)(=O)NCc3cccs3)ccc21,16,4%,9%,26%,-8%,10%,-3%,i,6,
Cc1ccc(C2CC(c3ccc(F)cc3)Nc3nc(N)nn32)cc1 (stereo not given),8,-6%,-11%,-11%,7%,-16%,6%,i,7,
CN1C(=O)N2CN(C3CCCCC3)CN3C(=O)N(C)C1C23 (stereo not given),0,8%,2%,1%,-1%,7%,·,i,10,
O=c1oc2ccc(Br)cc2cc1-c1nc2ccccc2o1,6,7%,-10%,-15%,-6%,·,-8%,i,9,
CC(C)Oc1cccc(C(=O)Nc2ccc(NC(=O)c3ccco3)cc2)c1,10,6%,6%,-3%,0%,-3%,-6%,i,6,
Cc1ccc(Cn2ccc(NC(=O)c3cc(-c4ccc(Br)cc4)on3)n2)cc1,15,2%,-12%,-9%,-2%,5%,7%,i,0,
CCN1CCN(CC(=O)Nc2cc(F)ccc2C)CC1,17,11%,8%,5%,-12%,0%,2%,i,0,
CCCCNC(=O)NS(=O)(=O)c1ccc(C(=O)OC(C)C)o1,8,10%,4%,0%,-10%,·,7%,i,10,
CCCc1cc(=O)[nH]c(SCc2cc(C(=O)OC)c(C)o2)n1,10,6%,-4%,2%,-2%,5%,1%,i,7,
CCSC(SCC)[C@H](O)[C@@H](O)[C@H](O)[C@H](O)CO,0,23%,-21%,11%,-4%,13%,-11%,i,6,PMK inhibit pilot replicates=2.5;Spn MK inh pilot replicates=0.0;DPM-DC inhibit pilot screen %=0.0
CCCn1c2c(c(O)c(C(=O)Nc3ccc(OCC)cc3)c1=O)CCCC2,11,16%,1%,-6%,9%,·,-10%,i,0,
